PKA-R2B act: activators of human PKA-R2B complex. 340,000 compounds, 0.079% hits. P22694+P31323. AID 504700. PKA-R2B holoenzyme dissociation, Cy5-IP20 fluorescence polarization; R2B truncated from residue 108, S112A mutant; 0% DMSO only, 100% 113 µM cGMP. activation, % at 11.4 µM;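 active = activation above a cutoff set at the mean over all compounds plus 3 SD, cut at about 18% in these data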;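 note: higher means more holoenzyme dissociation and a rise in polarization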
Target sequence (P31323 whole entry, looked up, other chains not shown, the tested form may be a part): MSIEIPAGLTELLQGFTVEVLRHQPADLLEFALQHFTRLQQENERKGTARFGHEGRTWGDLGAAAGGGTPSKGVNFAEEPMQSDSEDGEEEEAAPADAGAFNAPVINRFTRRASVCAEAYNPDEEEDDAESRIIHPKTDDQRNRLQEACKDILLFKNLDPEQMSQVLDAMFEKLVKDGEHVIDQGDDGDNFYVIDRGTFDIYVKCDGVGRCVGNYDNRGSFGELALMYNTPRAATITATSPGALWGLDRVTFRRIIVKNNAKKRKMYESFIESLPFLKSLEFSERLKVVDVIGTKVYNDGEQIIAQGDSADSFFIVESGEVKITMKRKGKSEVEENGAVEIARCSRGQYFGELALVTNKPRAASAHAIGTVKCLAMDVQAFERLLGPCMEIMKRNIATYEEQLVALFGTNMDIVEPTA
CDK5 p35 inh: inhibitors of human CDK5/p35 kinase | Recombinant CDK5/p35, ADP-Glo luminescence, 60 min | inhibition, % at 10 µM | 330,000 compounds, 0.01% hits | AID 488839;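 active = highest replicate inhibition of at least 50% and at least 75% of replicates reaching 50%; inconclusive = only one of the two criteria met; inactive = both criteria failed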;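 note: plate controls were DMSO neutral control for no effect and GW8510 at 10 µM for full effect; many of its hits are not listed in these tables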
PKA-R1A act: activates the PKA-R1A holoenzyme complex | 340,000 compounds, 0.083% hits | activation, % at 11.4 µM | P00514+P68181 | PKA-R1A dissociation, Cy5-IP20 fluorescence polarization; scaled: DMSO 0%, 113 µM cGMP 100%;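 active = percent activation above the mean of all tested compounds plus 3 SD, cut at about 19% in these data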;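 note: higher means more PKAc released from R1A so a rise in polarization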
MITF TRPM1 HTS: MITF TRPM1 promoter activation in melanoma cells; 300,000 compounds, 0.75% hits; SK-MEL-5 TRPM1-promoter luciferase, 24 h; % of positive control, neutral wells = 0; AID 588334; activation, % at 12.5 µM;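 active = mean activation of at least 80% with every replicate also reaching 80%; inconclusive = mean reaches 80% but some replicate falls short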;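 note: 0% = neutral control wells and 100% = parthenolide positive control wells; values of inactives mirror those of a sister screen read the other way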
SR-BI DiI inh: blocks mouse SR-BI lipid uptake from DiI-HDL. 320,000 compounds, 0.96% hits. inhibition, % at 12.5 µM. Q61009. AID 488896. ldlA[mSR-BI] CHO cells, DiI-HDL uptake fluorescence, 3 h;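 active = mean replicate inhibition of at least 70% and a set share of replicates each scoring 70 or more; inconclusive = meets just one of the two criteria; inactive = fails both criteria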;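 note: 0% = median of neutral control wells and 100% = median of positive control wells; values of inactives mirror those of a sister screen read the other way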
Target sequence (Q61009 whole entry, looked up): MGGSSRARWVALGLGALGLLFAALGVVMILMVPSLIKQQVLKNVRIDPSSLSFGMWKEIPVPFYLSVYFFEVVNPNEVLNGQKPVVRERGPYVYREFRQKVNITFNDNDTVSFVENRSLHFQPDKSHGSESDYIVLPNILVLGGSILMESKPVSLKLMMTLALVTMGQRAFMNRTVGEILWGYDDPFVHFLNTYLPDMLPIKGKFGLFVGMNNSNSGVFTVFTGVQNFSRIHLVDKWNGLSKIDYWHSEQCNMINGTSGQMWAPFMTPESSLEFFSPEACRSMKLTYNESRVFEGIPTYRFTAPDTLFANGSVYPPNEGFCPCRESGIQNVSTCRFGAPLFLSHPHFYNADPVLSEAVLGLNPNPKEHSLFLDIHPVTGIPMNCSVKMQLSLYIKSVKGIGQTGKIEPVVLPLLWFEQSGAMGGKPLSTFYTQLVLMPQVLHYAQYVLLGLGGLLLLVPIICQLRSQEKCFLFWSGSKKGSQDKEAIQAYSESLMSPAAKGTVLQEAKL
dFosB activator: enhances mouse delta FosB homodimer DNA binding; P13346; purified delta FosB, TAMRA-CDK5 oligo fluorescence polarization; percent of positive-control signal above neutral wells; activation, % at 25 µM; 340,000 compounds, 0.99% hits; AID 493131;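 active = mean activation above about 17%, with every replicate also reaching it, limit read from the data, passing the limit was not always enough; inconclusive = only one of the two conditions met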;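 note: fluorescence polarization rise as delta FosB binds a TAMRA Cdk5 AP-1 oligo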
SR-BI DiI-HDL act: SR-BI HDL lipid transfer activation | CHO ldlA[mSR-BI] cells, DiI-HDL uptake fluorescence, 3 h; 100 = double the neutral-control signal | activation, % at 12.5 µM | 320,000 compounds, 0.096% hits;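 active = mean replicate activation of at least 60% and every replicate at or above 60%; inconclusive = mean or all-replicate condition met, but not both; inactive = mean below 60% and not all replicates reaching 60%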;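 note: 0% = median plate neutral-control signal and 100% = twice that signal; values of inactives mirror those of a sister screen read the other way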
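Material: SR-BI-overexpressing, LDLR-lacking CHO cells | Dosing: Single compound concentration, delivered by pin transfer | Probe or stimulus: Labelled HDL, 10 µg/mL | Signal: Bottom-read cell fluorescence after medium removal, ex 550/em 595 nm | Schedule: 3 h, 37 °C | Evaluation: HDL uptake via cellular fluorescence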
Arr AP2 block: inhibitors of human beta-arrestin and AP2 interaction; FITC-arrestin peptide / GST-AP2 beads, flow cytometry; AP2 beta2 appendage carries R879A mutation; 340,000 compounds, 0.31% hits; inhibition, % at 10 µM;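 active = inhibition above a set limit, near 3 SD of compounds lacking own fluorescence, cut at about 54% in these data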;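 note: plate controls were DMSO wells for no effect and 5 µM unlabelled arrestin peptide for full effect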
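System: GST-AP2 R879A glutathione beads; medium: PBS, Tween 20 0.05%, BSA 0.1%; reagent: fluorescein-tagged arrestin peptide at 50 nM final; schedule: pre-incubation 12 min, peptide binding 1 h, room temperature; detection: flow cytometry, FL1 (488/535 nm); read-out: inhibition as reduced fluorescein signal on beads, percent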
Mot1-301 SUMO: blocks SUMOylation pathway, rescuing yeast Mot1-301 growth | S. cerevisiae Mot1-301 growth rescue, ATP luminescence, 38.5C; percent above DMSO median, 100 means doubled | growth rescue, % at 18.8 µM | 320,000 compounds, 1% hits | AID 2716;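 active = every valid replicate shows activation above 250% relative to neutral control wells; inactive = the rest, any valid replicate at or below 250%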;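 note: OY570 slx delta 5 strain wells were the positive control but not used for scaling; some compounds called inactive have numbers as strong as hits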
NSD2 inh: blocks human histone methyltransferase NSD2; O96028; 310,000 compounds, 0.54% hits; NSD2 peptide methylation, AlphaScreen, 120 min; inhibition, % at 12.5 µM; in the data active = inhibition above about 50%
DSG3 Ab inh: blocks pemphigus antibody binding to human desmoglein-3 | P32926 | DSG3-coupled beads, scFv-anti-DSG3-GFP binding, flow cytometry; stronger effect = lower value | binding (percent of control), % at 10 µM | 310,000 compounds, 0.48% hits | AID 588358;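 active = binding more than 3 SD below its plate's average and above zero; inconclusive = below that plate limit but binding exactly zero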; note: some compounds called inactive have numbers as strong as hits
An asterisk follows results filed as active; u = inconclusive; x = not tested or not shown.

The line under a structure holds: PKA-R2B act, CDK5 p35 inh, PKA-R1A act, MITF TRPM1 HTS, SR-BI DiI inh, dFosB activator, SR-BI DiI-HDL act, Arr AP2 block, Mot1-301 SUMO, NSD2 inh, DSG3 Ab inh
Cc1ccc(C)c(SCC(=O)NC(=O)Nc2ccc3c(c2)OCCO3)c1
  1, 0.6, -11, -17, 0, 0, 0, -7, 14, -2, 80
CN(CC(=O)Nc1nc2ccc(F)cc2s1)S(=O)(=O)c1ccc(Cl)cc1
  -10, -0.9, -4, 0, 8, 2, -8, 20, 15, 0, 96
Cc1ccc(N/C=C/C(=O)c2cccs2)cc1
  10, 2.3, -7, -28, 11, 3, -11, 0, 5, -1, 103
CCOc1cc(N2CCOCC2)c(OCC)cc1NC(=O)CN1CCSC1=O
  -2, 0.4, 2, -1, -7, 8, 7, -3, 19, 12, 99
C=CCn1cnc2c(nnn2Cc2ccc(F)cc2)c1=O
  4, 0.6, 11, -2, -10, -7, 10, -10, -12, -1, 111
Cc1ccc(NC(=O)c2ccc(NS(=O)(=O)c3c(C)noc3C)cc2)cc1C
  0, 1.4, -8, 17, 51, -3, -51, -8, 3, 5, 101
COCC(N)(c1ccccc1)c1nc2ccccc2n1C (configuration not stated)
  4, -0.3, -6, x, 2, 5, -2, 1, -3, 0, 87
Cc1ccc(NC(=O)CN(C)C2CCCCC2)cc1Cl
  -13, 0.4, 3, x, -10, -2, 10, 8, 88, -3, 118
COc1ccccc1Nc1ncc(C(=O)N2CCC(C(N)=O)CC2)c2ccccc12
  -9, -1.1, -1, x, 18, 3, -18, 30, 37, x, 101
Cc1ccc(S(=O)(=O)Nc2nc3ccccc3nc2NCC2CCCO2)cc1 (configuration not stated)
  -4, -2.4, -4, 5, x, -1, x, -19, 300, -3, 99
CCN(CC)S(=O)(=O)c1cccc(C(=O)N[C@H](C(=O)NC2=NCCS2)C(C)C)c1
  4, 1.5, 4, -1, 1, -9, -1, 3, 3, 0, 92
O=C(CCCCC(=O)NCc1cccs1)NCc1cccs1
  -5, -2.1, -1, x, -20, 4, 20, 3, 4, -10, x
N#C/C(=C\c1ccc(-c2ccccc2Cl)o1)C(=O)Nc1nc2ccccc2s1
  -8, 0.1, -9, 2, -3, 1, 3, -13, -9, 0, 99
COc1cc(NC(=O)c2ccc(Cl)cc2Cl)ccc1-c1cc2ccccc2oc1=O
  -9, 0.9, -1, -6, 84*, 24*, -84, -6, 114, 2, 98
CNS(=O)(=O)c1ccc(NC(=O)c2cc(-c3ccncc3)nc3ccc(Cl)cc23)cc1
  -9, -0.1, 10, -16, 61, 69*, -61, 2, 3, 2, 112
Cc1ccc(S(=O)(=O)Nn2cnnc2)cc1
  -9, 0.8, -5, -19, -8, 5, 8, -8, 9, -4, 99
O=C(NCc1ccc2c(c1)OCO2)C(=O)NC1CCCCC1
  -8, -1.9, 10, 18, 7, 10, -7, 4, 4, -2, 103
COc1ccc(/C(C)=N/NC(=O)CNC(=O)c2ccncc2)cc1
  -2, -1.0, -16, 18, -11, 0, 11, 1, 10, 3, 104
CC1CCN(c2nc(-c3cccnc3)nc3scc(-c4ccccc4)c23)CC1
  6, -0.2, 7, -3, 40, -2, -40, 3, 7, -1, 90
COc1ccc(CNC(=O)C(CCSC)NC(=O)c2ccco2)cc1 (configuration not stated)
  3, 0.2, 13, -17, 4, -3, -4, 7, -7, -2, 97
Cc1nn2c(NCCOCCO)c3c(nc2c1-c1ccccc1)CCC3
  2, -6.1, -3, x, -12, -7, 12, 0, -6, 29, 111
O=C(c1ccc2c(=O)n(-c3ccccc3)c(=S)[nH]c2c1)N1CCCCC1
  3, -0.8, -12, -23, 0, 0, 0, -16, 5, -5, 92
O=C(NCc1ccco1)C1CC(c2ccccc2C(F)(F)F)=NO1 (configuration not stated)
  -8, 0.0, 5, 6, -2, 2, 2, -9, -21, x, 96
COc1cccc(OCC(O)CNC(C)c2ccccc2)c1 (configuration not stated)
  12, -1.4, 10, -3, -11, -3, 11, 28, 3, 5, 96
Cc1noc(C)c1CCC(=O)N1CCCC(N2CCN(c3ccc(F)cc3)CC2)C1 (configuration not stated)
  -7, 0.4, -7, 11, 6, -5, -6, -2, 3, 0, 106
Brc1ccc(-c2n(-c3ccccn3)c3ccccc3[n+]2-c2ccccn2)cc1
  -1, 3.3, -16, -21, -11, -8, 11, -9, -3, 2, 103
COc1ccc(/C=C/c2nc(-c3ccccc3O)n[nH]2)cc1
  -8, 1.7, -3, 43, -5, 1, 5, 0, -7, 0, x
COc1cccc(-c2cccc(NC(=O)C3CCN(Cc4cnn(C)c4)CC3)c2)c1
  9, -0.6, -1, -11, -1, -3, 1, 17, -4, -2, 110
COc1ccc(CN2C(=O)C(C)=C(C)C2OC)cc1 (configuration not stated)
  -3, -3.1, -8, x, 14, -9, -14, 16, -16, 2, 100
CC(Cl)C(=O)NC(=O)NC12CC3CC(CC(C3)C1)C2 (configuration not stated)
  -2, -2.1, 8, 6, 2, 1, -2, 31, -13, -2, 102
O=C(Nc1nncs1)c1ccccc1Br
  4, -5.4, -8, 1, -13, 3, 13, 3, -1, 0, x
CCOC(=O)c1c(C)nc2cc(C)ccn12
  2, -0.2, 7, 24, -12, -22, 12, -4, 5, 0, 103
O=C(NC1CCCC1)c1ccc2c(c1)S(=O)(=O)c1ccccc1C2=O
  -4, 0.6, 9, 24, -4, 4, 4, 10, -10, x, 100
Cc1ccc2nc3sc(C(=O)N4CCOCC4)c(N)c3cc2c1
  -4, 0.1, 4, x, 10, -5, -10, -10, -7, -1, 105
O=C(CCC(=O)c1ccccc1)Nc1ccccc1OC(F)F
  -3, 2.7, -12, -2, -7, 9, 7, -12, 11, 0, 92
O=C1CC(N2CCN(c3ccc(C(=O)c4ccc(F)cc4)cc3)CC2)C(=O)N1 (configuration not stated)
  0, 0.3, -6, 1, 18, 1, -18, 3, 35, -5, 105
CCC(C)Sc1nnc(CNS(=O)(=O)c2ccc(F)cc2)n1C (configuration not stated)
  6, -2.2, -2, 4, -2, 2, 2, 1, 9, 0, 112
O=C(COC(=O)c1c2c(nc3ccccc13)/C(=C/c1ccco1)CC2)NC1CCCC1
  -1, 0.0, 4, 17, 20, -4, -20, 0, x, 1, 109
COc1ccc(C2NC(=O)c3sc(=S)n(-c4ccccc4)c3N2)cc1 (configuration not stated)
  -1, -0.3, -9, -9, -31, 7, 31, -20, 0, 1, 100
COc1ccc2[nH]c(=O)c(CN(Cc3cccs3)Cc3nnnn3Cc3ccccc3)cc2c1
  -5, -1.2, -6, x, -26, -7, 26, 10, -1, 0, 98
O=C(NNC(=O)C1CCN(Cc2ccc(Cl)c(Cl)c2)CC1)c1cccs1
  -2, 0.1, -6, -7, -22, -59, 22, 17, 641, -1, 107
CC(C)c1nnc(NC(=O)c2cccc(NC(=O)C(F)(F)F)c2)s1
  -9, 1.2, -10, 50, 3, -14, -3, -4, -3, -5, 100
Cc1onc(-c2ccccc2Cl)c1C(=O)Nc1cccc(S(=O)(=O)NC2=NCCC2)c1
  -11, -0.5, -10, -2, -2, -3, 2, 2, -1, 15, 100
COc1ccccc1/C=C/C(=O)Nc1ccc(N2CCOCC2)cc1
  -4, 1.0, -7, 14, 45, 1, -45, -27, -7, -2, x
CCn1ncc([N+](=O)[O-])c1C(=O)n1nc(C)cc1C
  -6, 1.2, -6, 2, -18, -5, 18, 5, -1, -2, 126
COc1ccccc1C(=O)NCCC(=O)N1CCCCC1
  -1, -1.7, 5, -17, -1, 1, 1, -4, 14, 7, 112
CC(=O)N1CCN(Cc2ccc(Br)s2)CC1
  -3, 0.9, 7, -3, -8, 1, 8, 29, -3, 0, 99
CC1(C)CC2CC(C)(CN2C(=O)COC(=O)c2cccc([N+](=O)[O-])c2)C1 (configuration not stated)
  -5, -0.3, -4, 1, 10, -4, -10, 7, 2, -1, 94
Cc1nn(C(=O)c2ccco2)c(C)c1Sc1ccc(Cl)cc1
  -3, -3.7, -2, 1, -22, -8, 22, 1, -23, 2, 94
O=C(Nc1ccc(-c2nc3cccnc3s2)cc1)c1ccc(Cl)nc1
  -6, -0.5, 7, 89*, x, u, x, -7, -8, x, 92

In the list so far, 7 have a thiophene ring, fused or not.
The line under a structure holds: PKA-R2B act, CDK5 p35 inh, PKA-R1A act, MITF TRPM1 HTS, SR-BI DiI inh, dFosB activator, SR-BI DiI-HDL act, Arr AP2 block, Mot1-301 SUMO, NSD2 inh, DSG3 Ab inh
Cc1ccc(N/C=C/C(=O)c2cccs2)cc1
  10, 2.3, -7, -28, 11, 3, -11, 0, 5, -1, 103
O=C(CCCCC(=O)NCc1cccs1)NCc1cccs1
  -5, -2.1, -1, x, -20, 4, 20, 3, 4, -10, x
CC1CCN(c2nc(-c3cccnc3)nc3scc(-c4ccccc4)c23)CC1
  6, -0.2, 7, -3, 40, -2, -40, 3, 7, -1, 90
Cc1ccc2nc3sc(C(=O)N4CCOCC4)c(N)c3cc2c1
  -4, 0.1, 4, x, 10, -5, -10, -10, -7, -1, 105
COc1ccc2[nH]c(=O)c(CN(Cc3cccs3)Cc3nnnn3Cc3ccccc3)cc2c1
  -5, -1.2, -6, x, -26, -7, 26, 10, -1, 0, 98
O=C(NNC(=O)C1CCN(Cc2ccc(Cl)c(Cl)c2)CC1)c1cccs1
  -2, 0.1, -6, -7, -22, -59, 22, 17, 641, -1, 107
CC(=O)N1CCN(Cc2ccc(Br)s2)CC1
  -3, 0.9, 7, -3, -8, 1, 8, 29, -3, 0, 99

Bioassay records as filed in PubChem.

Rows are unselected; overall some 4.7% were active at least once.
